# RmlCD inh 1536 = M. tuberculosis RmlC/RmlD inhibition. P9WH09+P9WH11. RmlC+RmlD coupled enzyme assay, percent inhibition; primary screen in compound mixtures. inhibition, % at 3.6 µM. hit rate 0.03% among 160,000. AID 1533; in the data active = inhibition mostly above about 34%, no sharp cut-off; note: some results filed as inactive read as strong as hits
# Target sequence (P9WH09 whole entry, looked up): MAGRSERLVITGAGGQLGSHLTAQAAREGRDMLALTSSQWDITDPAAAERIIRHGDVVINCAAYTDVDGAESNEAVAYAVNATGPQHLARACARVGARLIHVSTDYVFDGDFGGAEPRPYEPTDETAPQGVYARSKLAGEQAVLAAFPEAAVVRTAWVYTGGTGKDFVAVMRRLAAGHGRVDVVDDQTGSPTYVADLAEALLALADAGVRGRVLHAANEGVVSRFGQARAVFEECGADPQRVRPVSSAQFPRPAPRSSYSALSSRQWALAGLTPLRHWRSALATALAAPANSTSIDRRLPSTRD
# Target sequence (P9WH11 whole entry, looked up): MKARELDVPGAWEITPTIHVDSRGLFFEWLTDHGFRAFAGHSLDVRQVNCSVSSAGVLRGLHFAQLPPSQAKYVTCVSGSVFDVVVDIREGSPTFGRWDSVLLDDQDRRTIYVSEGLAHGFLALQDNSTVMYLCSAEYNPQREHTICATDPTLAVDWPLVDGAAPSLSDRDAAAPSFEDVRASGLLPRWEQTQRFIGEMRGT
# GlmU inhibition = inhibition of mycobacterial GlmU enzyme – biochemical, glucosamine-1-phosphate acetyltransferase (AID 1376); hit rate 0.25% among 220,000; M. tuberculosis GlmU acetyltransferase enzyme assay; higher % means a stronger effect; inhibition, %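 (tested at 30 µM in the primary screen)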; hits with a dose series show IC50 in µM; in the data active = inhibition above about 13%;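 note: 0% = complete reaction with vehicle and 100% = reaction without substrate; strong numbers were not always called active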
# * marks the source's active call; other numbers are inactive results; . = no result given; & = joins results of further samples. This is a subset; the hit share may differ from the screen's.
SMILES,RmlCD inh 1536,GlmU inhibition
CC(C)OCCCNC(=O)c1c(N)n(CC2CCCO2)c2nc3ccccc3nc12 (centres undefined),7,-2.6%
O=C(Nc1cccnc1)c1cc(-c2ccc(Br)cc2)on1,.,5.0%
CCSc1ccc(C(=O)Nc2cccc(C)n2)cc1[N+](=O)[O-],-15,5.0%
Cc1c(O)ccc(C(=O)COc2ccc(F)cc2)c1O,13,-3.0%
CCOc1cc(S(=O)(=O)N2CCCCCC2)ccc1F,.,-3.2%
CC(=O)N1CCN(C(=S)Nc2cc(S(=O)(=O)N3CCOCC3)ccc2Cl)CC1,5,4.7%
Cc1ccc(-c2csc(NC(=O)C3=NN(c4ccccc4)C(=O)CC3)n2)cc1,-8,7.9%
Cc1ccccc1Cn1c(Cc2ccccc2)nc2ccccc21,.,1.5%
CCOC(=O)c1c(NC(=O)C[n+]2ccccc2)sc2c1CCCC2,2,-1.4%
O=C(Cn1cccc1C(=O)c1ccccc1)NCc1ccccn1,17,0.6%
CC(CSc1nc2ccccc2s1)Cn1c(N2CCCC2)nc2c1c(=O)[nH]c(=O)n2C (centres undefined),2,-6.9%
COc1cc(C(F)(F)F)c(C(=O)N(C)Cc2ccc(Cl)c(Cl)c2)cn1,19,1.3%

# Some of these compounds in order of molar mass, largest number first.
SMILES,RmlCD inh 1536,GlmU inhibition
COc1cc(C(F)(F)F)c(C(=O)N(C)Cc2ccc(Cl)c(Cl)c2)cn1,19,1.3%
Cc1ccc(-c2csc(NC(=O)C3=NN(c4ccccc4)C(=O)CC3)n2)cc1,-8,7.9%
Cc1ccccc1Cn1c(Cc2ccccc2)nc2ccccc21,.,1.5%

# Next results:
SMILES,RmlCD inh 1536,GlmU inhibition
CC(=O)N1CCc2cc(S(=O)(=O)Nc3ccccc3N3CCN(C)CC3)ccc21,-6,1.9%
O=C(Nc1nc2ccccc2s1)c1ccc(Cl)s1,.,1.4%
CN1Cc2c(N3CCOCC3)nc3sc(C(=O)c4ccccc4)c(N)c3c2CC1(C)C,9,-1.9%
C=CCc1cccc2cc(C(=O)Nc3ccc(F)cc3)c(=O)oc12,.,2.1%
CC1(C)C2CCC1(C)C(OC(=O)CSc1nc(N)cc(=O)[nH]1)C2 (centres undefined),11,3.3%
CCCCC(CC)C(=O)NCCCN1CCN(CCCNC(=O)C(CC)CCCC)CC1 (centres undefined),.,-2.9%
O=C1CN(C(=O)COC(=O)c2ccccc2O)c2ccccc2N1,4,4.9%
S=c1nc(-c2ccccc2)oc2c1CCCC2,-6,.
c1ccc(-c2nnc3n2NC(c2ccc4c(c2)OCO4)S3)cc1 (centres undefined),25,6.7%
CCC(C)(C)n1nnnc1CN(Cc1ccc(Cl)cc1)Cc1ccco1,15,.
O=C(OC(C(=O)NC1CCCC1)c1ccccn1)c1cccs1 (centres undefined),11,-6.3%
COc1ccc(N2C(N)=C(C#N)C(c3ccsc3)C3=C2CCCC3=O)c(OC)c1 (centres undefined),28,-2.0%

# Rewritten with values under each structure: three of the compounds above
# Every second line gives: RmlCD inh 1536, GlmU inhibition
- CC(=O)N1CCc2cc(S(=O)(=O)Nc3ccccc3N3CCN(C)CC3)ccc21
  -6, 1.9%
- O=C(Nc1nc2ccccc2s1)c1ccc(Cl)s1
  ., 1.4%
- CN1Cc2c(N3CCOCC3)nc3sc(C(=O)c4ccccc4)c(N)c3c2CC1(C)C
  9, -1.9%

# (more compounds)
SMILES,RmlCD inh 1536,GlmU inhibition
CC1(C)CC2CC(C)(CN2C(=S)NC(=O)c2ccccc2Cl)C1 (centres undefined),6,-0.5%
COc1cc(CN2CCN(Cc3ccc(C)cc3)CC2)c([N+](=O)[O-])cc1OC,10,-8.7%
COc1ccc(OC)c(/C=C/C(=O)OCC(=O)Nc2ccc(Cl)c(S(=O)(=O)N(C)C)c2)c1,20,-0.8%
COc1ccc(-c2cc(C(F)(F)F)nc(NCc3ccco3)n2)cc1OC,-8,1.1%
CSc1cccc(NC(=O)N2CCN(C)CC2)c1,.,2.6%
Cn1cccc1Cc1nnc(SCC(=O)NC2CCCC2)n1-c1ccc(F)cc1,-5,-4.9%
CCOc1ccc(-n2c(SCC(N)=O)nc3sc4c(c3c2=O)CCN(C)C4)cc1,9,-5.5%
Cc1cc(C)n2nc(SCc3ncc(-c4ccccc4)o3)nc2n1,.,1.2%
Cc1nn2c(NCCN(C)C)c3c(nc2c1-c1ccccc1)CCCC3,-12,-8.3%
CC(C)(CNC(=O)c1ccc([N+](=O)[O-])c(Cl)c1)CNC(=O)c1ccc([N+](=O)[O-])c(Cl)c1,5,-7.3%
CCN1CCc2nc(NC(=O)c3ccc4c(c3)OCCO4)sc2C1,.,8.8%
CC(=O)c1ccc(NC(=O)CCCN2C(=O)/C(=C/C(C)=C/c3ccccc3)SC2=S)cc1,.,2.5%
Cc1oc(S(=O)(=O)N2CCOCC2)cc1C(=O)Nc1ccc(F)cc1,7,-1.4%
COC(=O)C[C@](O)(CCCC(C)(C)O)C(=O)O[C@@H]1C(OC)=C[C@]23CCCN2CCc2cc4c(cc2[C@H]13)OCO4,.,3.0%
Cc1nnc2sc(-c3ccc(-c4ccc(Cl)c(C(F)(F)F)c4)o3)nn12,.,-6.2%
COC(=O)c1sccc1NC(=O)CC1C(=O)NCCN1C(=O)Nc1ccccc1 (centres undefined),-2,-0.6%
O=C(Cn1cc([N+](=O)[O-])cn1)NCC1CCCO1 (centres undefined),-10,3.8%
O=C(OCC#CCSc1nnc(-c2ccccc2)o1)c1cccs1,.,4.1%
O=C(NCc1cccs1)C(=O)c1cn(CC(=O)N2CCOCC2)c2ccccc12,-6,-9.0%
Cc1ccc(/C=N/NC(=O)c2cccc(S(=O)(=O)N3CCOCC3)c2)o1,-13,-3.3%
COc1ccc(/C=N\NC(=O)CCc2c(C)n[nH]c2C)c(OC)c1OC,3,6.0%
O=C(c1ccco1)N1CCN(C(=O)C(Cc2ccccc2)NS(=O)(=O)c2cccs2)CC1 (centres undefined),.,-3.3%
CCCC(=O)Nc1ccccc1NC(=O)c1cc(OC)c(OC)c(OC)c1,.,-0.2%
CC1(C)CC(NC(=O)c2ccccc2Cl)CC(C)(C)N1,8,-1.7%
Cc1cccc(NC(=S)N(CCN2CCOCC2)Cc2cc3cc4c(cc3[nH]c2=O)OCO4)c1,.,-0.2%
COc1ccc(C(=O)Cc2ccc(F)cc2)c(OC)c1,-7,8.1%
CCCOC(=O)c1c(NC(=O)C2C3C=CC(C3)C2C(=O)O)sc2c1CCC(C)C2 (centres undefined),10,-1.7%
C=C(C)C(=O)Nc1cccc(C2=NOC3(C2)C[C@H](C(N)=O)N(C(=O)CC#N)C3)c1 (some centres undefined),.,-1.0%
CC1(OC(=O)CCc2ccccc2)C(=O)C=C2C=C(c3ccc(C#N)cc3)N(CC3CC3)C=C2C1=O (centres undefined),.,2.5%
CCCOc1ccc(N2C(=O)CC(NCc3cccnc3)C2=O)cc1 (centres undefined),5,-2.1%
O=C(CSc1c[nH]c2ccccc12)N1CCOCC1,28,0.5%
O=C(Oc1ccc2ccc(OC(=O)N3CCCCCC3)cc2c1)N1CCCCCC1,3,-2.7%
FC(F)(F)c1cc(-c2ccco2)nc(NCCc2ccccc2)n1,.,-4.5%
CN(Cc1nc(CCc2ccccc2)no1)Cc1cccs1,6,1.1%
CCn1c(CSCc2ccc(F)cc2)nnc1SCC(=O)N1CCN(c2ccccc2)CC1,14,-9.2%
CC(CN1CCOCC1)OC(=O)COc1ccc(F)cc1 (centres undefined),16,0.8%
O=C(O)CCCNS(=O)(=O)Cc1ccccc1,-2,1.5%
COc1ccc(N(C(=O)CNC(=O)c2cccs2)C(C(=O)NC2CCCC2)c2cccnc2)cc1 (centres undefined),-11,-1.1%
CC(C)CC(C(=O)NC(C)(C)C)N(CC1CCCO1)C(=O)c1snc(C(N)=O)c1N (centres undefined),4,6.7%
N#C/C(C(=O)NCc1ccccc1)=C1\SC(CCO)C(=O)N1c1ccccc1 (centres undefined),8,2.9%
Cc1ccc(NC(=S)N=Nc2c(O)n(C)c3ccc(S(=O)(=O)N4CCOCC4)cc23)cc1,11,-2.6%
CC(=O)N(CCCN(C)C)Cc1ccccn1,.,3.2%
CC(C)NC(=O)[C@@H]1C[C@@]1(C)[C@@H](NC(=O)OCc1ccccc1)c1ccccc1,.,-3.0%
CCOC(=O)c1c(NC(=O)c2c(Br)cnn2CC)sc(C)c1C,.,-0.9%
Cc1nc2ccccc2cc1C(=O)N/N=C/c1ccccc1[N+](=O)[O-],10,5.7%
CCc1ccc(NC(=O)CSc2nnc(COc3ccc4c(c3)CCCC4)o2)cc1,14,6.2%
COc1cc(/C=C/C(=O)NCC(=O)N2CCC(N(C)CCN3CCOCC3)CC2)ccc1OC(C)C,6,-0.6%
CC(C)(C)N1CC(OC(N)=O)C1,1,-4.1%

# 4 of these compounds, set out differently.
> Cc1ccc(NC(=S)N=Nc2c(O)n(C)c3ccc(S(=O)(=O)N4CCOCC4)cc23)cc1
- RmlCD inh 1536 = 11
- GlmU inhibition = -2.6%
> CC(=O)N(CCCN(C)C)Cc1ccccn1
- RmlCD inh 1536 = .
- GlmU inhibition = 3.2%
> CC(C)NC(=O)[C@@H]1C[C@@]1(C)[C@@H](NC(=O)OCc1ccccc1)c1ccccc1
- RmlCD inh 1536 = .
- GlmU inhibition = -3.0%
> CCOC(=O)c1c(NC(=O)c2c(Br)cnn2CC)sc(C)c1C
- RmlCD inh 1536 = .
- GlmU inhibition = -0.9%

# Next records
SMILES,RmlCD inh 1536,GlmU inhibition
O=C(CSc1n[nH]c(-c2ccccc2O)n1)N1CCCc2ccccc21,-6,9.0%
Cc1ccccc1C(=O)NNC(=O)/C=C\C(=O)O,3,2.5%
CCOC(=O)C(NCc1ccccn1)(NC(=O)c1cccnc1)C(F)(F)F (centres undefined),-4,-0.3%
Cc1nc2ncc(Br)cc2[nH]1,-8,5.9%
Cc1ccc(C2CC(=O)Nc3cc4c(cc32)OCCO4)s1 (centres undefined),7,-3.2%
CCOC(=O)/C(=C/C=C1\Sc2cc(C)c(C)cc2N1CC)C(C)=O,0,-5.8%
O=C(NCc1ccco1)C(c1ccccc1F)N(Cc1cccnc1)C(=O)Cn1nnc2ccccc21 (centres undefined),15,-0.9%
Cc1ccc(C(=O)NNC(=O)CSc2nnc(-c3ccncc3)n2-c2ccc(C)cc2)cc1,-1,-1.2%
CCOC(=O)c1ccc(NC(=O)Cn2cccc2)cc1,.,2.6%
Cc1c(C(=O)O)c(=S)sn1CCOc1ccccc1,.,1.9%
Cc1cccc(NC(=O)C2C3CCC4C(CCC32)C4(Cl)Cl)c1 (centres undefined),-4,-1.8%
CCCCOc1ncnc2c1[nH]c1ccc(F)cc12,16,-2.6%
COc1ccc2nc3oc(C(=O)N4CCN(c5ccccc5F)CC4)cc3cc2c1,11,6.8%
Cc1nnc(NC(=O)c2ccc3c(c2)C(=O)N(CCC(C)C)C3=O)s1,.,4.7%
Cc1nc2ccc(S(=O)(=O)NCC(=O)N(C)Cc3ccccc3)cc2s1,5,2.8%
COc1ccccc1NC1=C(N2CCCCC2)C(=O)c2ccccc2C1=O,.,-6.0%
CC1CN(C(=O)c2cc([N+](=O)[O-])cc([N+](=O)[O-])c2)CC(C)O1 (centres undefined),-6,1.1%
O=C(Cn1cnc2cc([N+](=O)[O-])ccc2c1=O)NCCc1ccc(F)cc1,-44,1.4%
O=C(NCc1ccccc1)c1ccc(-c2ccc(F)cc2)o1,.,-4.9%
O=C(c1ccc(Br)cc1)C12CN3CN(CN(C3)C1)C2,13,-0.5%
c1ccc(CCCNCC2COc3ccccc3O2)cc1 (centres undefined),23,-4.3%
O=c1[nH][nH]c(=O)c2cc(N3CCCC3)ccc12,-4,5.4%
COCCNC(=O)CSc1nc2ccccc2c(=O)n1CC1CCCO1 (centres undefined),.,3.6%
O=C(COC(=O)C1(c2ccc(F)cc2)CCCC1)N1CCN(C(=O)c2ccco2)CC1,-4,6.4%
O=C(COC(=O)c1ccccc1F)Nc1cc(S(=O)(=O)N2CCOCC2)ccc1N1CCCC1,2,-1.9%
CCN1C(=O)CC(N2CCC(Nc3ccc(OC)cc3)CC2)C1=O (centres undefined),-16,-2.0%
COc1cc(C(=O)Nc2nc3ccc4nc(C)sc4c3s2)cc(OC)c1OC,.,0.4%
CCN(CC)CCn1c2ccc(F)cc2c2nc(C)sc21,13,0.6%
Cc1cccc(NC(=S)NCCO)c1C,.,-0.9%
Clc1ccc(OCCSCc2nc3ccccc3[nH]2)cc1,-4,2.2%
Cc1cccc(-c2ncc(CN3CCCC(CO)(Cc4ccccc4C)C3)cn2)c1 (centres undefined),-3,0.1%
COC(=O)c1sc(NC(=O)CSc2nnnn2-c2cccc(OC)c2)nc1C,.,1.9%
Cc1nc(CCNC(=O)CC2C(=O)NCCN2Cc2ccoc2)nc2c1CCCC2 (centres undefined),-6,-1.7%
CC(=O)c1c(N)[nH]c(-c2ccccc2)nc1=S,14,2.5%
Cn1cnnc1SCC(=O)NCCC(c1ccccc1)c1ccccc1,.,-2.1%
O=C1CC(N2CCN(C3CC(=O)N(CCc4ccccc4)C3=O)CC2)C(=O)N1CCc1ccccc1 (centres undefined),9,3.3%&5.7%
COc1ccc(C(=O)N/C(=C\c2cn(C)c3ccccc23)C(=O)OCC(C)C)cc1,3,-0.5%
CCCNC(=O)CSc1nnc(-c2ccco2)n1C,8,-5.0%
CCOC(=O)Nc1ccc2c(CN3CCN(S(=O)(=O)c4ccccc4)CC3)cc(=O)oc2c1,.,-1.0%
Cc1cccc(OCc2nnc(SCC(=O)N(C(C)C)C(C)C)n2Cc2ccco2)c1C,7,2.4%
